# E coli Lon inh: inhibitors of E. coli Lon protease, primary screen, biochemical, fluorescence polarization; purified E. coli Lon protease; inhibition, % at 7.94 µM; 360,000 tested, 0.42% active; AID 602123, 2011; in the data active = inhibition above about 13%, passing the limit was not always enough;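 note: 0% = enzyme with probe and DMSO and 100% = no enzyme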
# Target sequence (P0A9M0 whole entry, looked up): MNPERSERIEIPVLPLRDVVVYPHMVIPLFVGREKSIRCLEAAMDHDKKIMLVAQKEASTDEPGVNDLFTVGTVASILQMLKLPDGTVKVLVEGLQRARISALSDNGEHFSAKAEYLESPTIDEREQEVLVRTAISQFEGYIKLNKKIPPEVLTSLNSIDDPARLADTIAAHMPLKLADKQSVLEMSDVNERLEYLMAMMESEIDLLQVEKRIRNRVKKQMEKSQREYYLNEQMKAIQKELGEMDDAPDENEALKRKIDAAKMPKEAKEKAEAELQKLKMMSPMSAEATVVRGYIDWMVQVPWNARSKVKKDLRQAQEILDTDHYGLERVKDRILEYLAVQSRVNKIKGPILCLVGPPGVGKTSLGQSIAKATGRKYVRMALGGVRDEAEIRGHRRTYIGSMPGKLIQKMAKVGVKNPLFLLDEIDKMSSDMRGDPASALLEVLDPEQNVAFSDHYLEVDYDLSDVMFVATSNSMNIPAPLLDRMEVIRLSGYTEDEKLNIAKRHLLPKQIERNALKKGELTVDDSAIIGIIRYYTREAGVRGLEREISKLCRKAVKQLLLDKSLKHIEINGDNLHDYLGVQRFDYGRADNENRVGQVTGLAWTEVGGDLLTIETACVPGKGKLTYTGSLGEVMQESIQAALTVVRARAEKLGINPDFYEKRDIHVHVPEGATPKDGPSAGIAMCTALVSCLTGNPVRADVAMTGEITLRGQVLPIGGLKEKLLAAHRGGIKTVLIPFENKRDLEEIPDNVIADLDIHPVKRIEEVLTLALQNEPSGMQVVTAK
# CendR NRP1 mod: modulators of CendR peptide binding to NRP-1, primary screen, biochemical, fluorescence polarization, uHTS. 360,000 tested, 0.85% active. Neuropilin-1 (Homo sapiens), O14786. FAM-RPARPAR peptide binding to NRP-1. inhibition, % at 25 µM;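 active = inhibition or corrected inhibition above about 18%, plus a signal ratio from 0.5 to 1.5, limit read from the data, passing the limit was not always enough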; note: strong numbers were not always called active
# bovine MsrA act: bovine MsrA enzyme activators, primary screen, biochemical, absorbance, HTS; 360,000 tested, 0.3% active; activation, % at 10.6 µM; AID 602163, 2012; Methionine sulfoxide reductase A (Bos taurus); purified bovine MsrA, absorbance read-out; in the data active = activation above about 7.5%;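 note: 0% = vehicle and 100% = reference activator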
# DNMT1 inh: human DNMT1 methyltransferase inhibitors, primary screen, biochemical, molecular beacon, fluorescence, HinP1I cleavage, uHTS; AID 588458, 2011; inhibition (reported as % activation of signal), % at 10 µM; DNA (cytosine-5)-methyltransferase 1 (Homo sapiens), P26358; 360,000 tested, 0.83% active; in the data active = inhibition above about 50%
# Scp1 inh: Scp-1 phosphatase inhibitors, primary screen, biochemical, colorimetric, uHTS | 340,000 tested, 0.88% active | inhibition, % at 20 µM | Carboxy-terminal domain RNA polymerase II polypeptide A small phosphatase 1 (Homo … | Recombinant Scp1, phosphopeptide, malachite green phosphate absorbance | AID 493091, 2011;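 active = inhibition above about 50% at 20 µM, limit read from the data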;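 note: plate controls were DMSO wells with enzyme for no effect and wells lacking enzyme for full effect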
# Target sequence (Q9GZU7 76-261 limits assumed): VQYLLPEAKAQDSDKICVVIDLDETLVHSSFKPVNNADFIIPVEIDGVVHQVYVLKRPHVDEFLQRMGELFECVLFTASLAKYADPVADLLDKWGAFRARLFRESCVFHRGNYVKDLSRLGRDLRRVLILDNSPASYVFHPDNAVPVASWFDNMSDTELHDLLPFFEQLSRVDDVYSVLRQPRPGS
#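 Times: enzyme reaction 45 min at room temperature, colour 5 min, stabilisation 30 min. Material: SCP-1 catalytic fragment, aa 76-261. Medium: Acidic Tris acetate buffer with magnesium and detergent. Signal: colorimetric free-phosphate detection, absorbance 630 nm. Read-out basis: % inhibition of SCP-1 phosphate liberation. Reagent: Phosphorylated 17-residue peptide substrate.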
# SUMO1 PPI mod: modulators of SUMO1 protein-protein interactions, primary screen, biochemical, uHTS; Small ubiquitin-related modifier 1 (Homo sapiens), P63165; SUMO1 binding to a labelled peptide, TR-FRET, 1 h; inhibition, % at 20 µM; 360,000 tested, 0.33% active; AID 602429, 2012; in the data active = inhibition above about 37%
# Target sequence (P63165 whole entry, looked up): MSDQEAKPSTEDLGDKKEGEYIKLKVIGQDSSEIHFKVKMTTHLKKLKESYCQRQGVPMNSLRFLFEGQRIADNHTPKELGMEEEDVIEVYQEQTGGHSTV
# Tb MetRS inh: T. brucei MetRS inhibitors, primary screen, biochemical, luminescence; methionyl-tRNA synthetase (Trypanosoma brucei brucei); purified T. brucei MetRS, ATP depletion, Kinase-Glo luminescence; inhibition, % at 11.9 µM; 360,000 tested, 0.4% active; AID 624268, 2012;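 active = inhibition above a per-plate cutoff of the control wells' mean inhibition plus 3 SD, cut at about 5.5% in these data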;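 note: 0% = DMSO wells median and 100% = median of wells with control inhibitor compound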
#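 Assay system: T. brucei methionyl-tRNA synthetase, purified | Medium: HEPES buffer with MgCl2, KCl, DTT, spermine, BSA, pyrophosphatase | Compound: 11.9 µM single point | Incubation: 15 min enzyme-compound preincubation, 2 h reaction, 10 min detection, 25 °C | Measured by: Kinase-Glo luciferase luminescence reporting remaining unconsumed ATP | Measure: % inhibition normalized to control-well medians | Replication: Singlicate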
# MsrA inh: bovine MsrA enzyme inhibitors, primary screen, biochemical, absorbance, HTS. Methionine sulfoxide reductase A (Bos taurus). inhibition, % at 15.5 µM. purified bovine MsrA, absorbance read-out. 360,000 tested, 0.75% active; in the data active = inhibition above about 4.5%;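 note: 0% = vehicle wells with enzyme and 100% = reference inhibitor wells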
# LMPTP block: LMPTP phosphatase inhibitors, primary screen, biochemical, fluorescence intensity, uHTS; Low molecular weight phosphotyrosine protein phosphatase (Homo sapiens), P24666; recombinant LMPTP-A, OMFP fluorogenic substrate; inhibition, % at 20 µM; 360,000 tested, 0.22% active; AID 651560, 2012;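 active = compounds that cut the enzyme signal by at least half of the control window in the single-dose screen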;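 note: plate controls were DMSO wells with enzyme plus substrate for no effect and substrate without enzyme for full effect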
#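 Assay system: LMPTP-A enzyme. Input: 0.625 nM LMPTP-A final. Probe or stimulus: 400 µM OMFP. Compound dosing: single 20 µM dose. Schedule: 50 min dark incubation at room temperature. Detection: fluorescence intensity of OMFP turnover product. Read-out: percent inhibition versus substrate-only and uninhibited controls. Benchmarks: no-enzyme low control, uninhibited high control.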
# STEP inh: STEP phosphatase inhibitors, primary screen, biochemical, fluorescence intensity, uHTS; Tyrosine-protein phosphatase non-receptor type 5 (Homo sapiens), P54829; recombinant STEP, OMFP fluorogenic substrate; inhibition, % at 20 µM; 360,000 tested, 0.25% active; AID 588621, 2011;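 active = inhibition at 20 µM, scaled per plate between control wells, above about 37%, limit read from the data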;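 note: 0% = DMSO with enzyme and substrate and 100% = substrate only without enzyme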
#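 System: STEP (striatal-enriched tyrosine phosphatase) enzyme, cell-free; medium: Bis-Tris pH 6.0 buffer with DTT, detergent; dosing: 20 µM, 1% DMSO; times: reaction 20 min, ambient temperature; detection: fluorescence, 480/540 nm; read-out basis: normalized % inhibition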
# The depositor's hits bear a star; · = not tested or not shown.
# A first look:
SMILES,E coli Lon inh,CendR NRP1 mod,bovine MsrA act,DNMT1 inh,Scp1 inh,SUMO1 PPI mod,Tb MetRS inh,MsrA inh,LMPTP block,STEP inh
Cc1cc(NS(=O)(=O)c2ccc(Nc3nc(-c4sc(N)nc4C)cs3)cc2)no1,-4,-141,-6,86*,23,51*,1.6,·,12,2
COc1ccc(-c2ccc(SCC(=O)N3CCN(c4ccccc4)CC3)nn2)cc1,-2,-7,-1,3,-3,2,-1.0,-1.3,-1.6,0
CCCCN(C(=O)CCC(=O)Nc1cc(C)on1)C(C(=O)NC(C)(C)C)c1ccccc1Cl (stereo not drawn),-1,-2,-1,0,-5,-2,-0.1,-0.4,-0.3,-1
Cc1ccc(C(=O)Nc2nnc(S(=O)(=O)N3CCC(C)CC3)s2)cc1,-6,-1,-1,-1,-8,3,-0.1,0.1,-0.8,-1
O=C(NCC1CCCN(C(=O)CN2CCCCC2)C1)c1ccccc1Cl (stereo not drawn),1,-9,-9,1,6,-2,-1.0,-0.8,-0.6,0
O=C(Nc1cccc(NC(=O)c2ccc(Br)cc2)c1)c1ccccc1,0,5,-4,11,-12,3,-0.2,0.8,3.9,1
COC(=O)Cc1c[nH]c2ccc(OCC(O)CNC(C)C)cc12 (stereo not drawn),-5,8,-3,0,-5,-1,-0.9,-0.2,-0.3,-2
O=C(Nc1cc(C(F)(F)F)ccc1N1CCCCC1)c1ccc(Br)o1,-8,9,-3,1,-2,-5,-0.6,0.9,3.8,0

# This part in full, previewed entries included:
SMILES,E coli Lon inh,CendR NRP1 mod,bovine MsrA act,DNMT1 inh,Scp1 inh,SUMO1 PPI mod,Tb MetRS inh,MsrA inh,LMPTP block,STEP inh
Cc1cc(NS(=O)(=O)c2ccc(Nc3nc(-c4sc(N)nc4C)cs3)cc2)no1,-4,-141,-6,86*,23,51*,1.6,·,12,2
COc1ccc(-c2ccc(SCC(=O)N3CCN(c4ccccc4)CC3)nn2)cc1,-2,-7,-1,3,-3,2,-1.0,-1.3,-1.6,0
CCCCN(C(=O)CCC(=O)Nc1cc(C)on1)C(C(=O)NC(C)(C)C)c1ccccc1Cl (stereo not drawn),-1,-2,-1,0,-5,-2,-0.1,-0.4,-0.3,-1
Cc1ccc(C(=O)Nc2nnc(S(=O)(=O)N3CCC(C)CC3)s2)cc1,-6,-1,-1,-1,-8,3,-0.1,0.1,-0.8,-1
O=C(NCC1CCCN(C(=O)CN2CCCCC2)C1)c1ccccc1Cl (stereo not drawn),1,-9,-9,1,6,-2,-1.0,-0.8,-0.6,0
O=C(Nc1cccc(NC(=O)c2ccc(Br)cc2)c1)c1ccccc1,0,5,-4,11,-12,3,-0.2,0.8,3.9,1
COC(=O)Cc1c[nH]c2ccc(OCC(O)CNC(C)C)cc12 (stereo not drawn),-5,8,-3,0,-5,-1,-0.9,-0.2,-0.3,-2
O=C(Nc1cc(C(F)(F)F)ccc1N1CCCCC1)c1ccc(Br)o1,-8,9,-3,1,-2,-5,-0.6,0.9,3.8,0
CCOC(=O)c1ccc(NC(=O)NC2CC3CCC(C2)N3)cc1 (stereo not drawn),-2,4,4,-1,-5,2,-0.8,-0.5,0.3,9
CC(C)c1ccc(OCc2ccc(C(=O)N3CCN(c4ccccn4)CC3)cc2)cc1,3,18,-4,-3,12,1,-0.9,0.3,4.7,8
Cc1ccccc1-c1nnc(SCc2ccccc2)o1,-4,-11,2,2,-13,4,0.1,-0.2,2.3,4
CCOc1ccc(N2CSC(=S)N(c3ccc(OCC)cc3)C2)cc1,-9,-15,-2,5,-4,3,0.3,0.0,1.1,3
COc1cccc(/C=C(/CC(=O)Nc2ccc(N3CCOCC3)cc2)c2nc3ccccc3s2)c1,-9,-42,-7,-16,5,-8,-1.2,-0.8,2.8,-1
CCOC(=O)c1cnc(SCC(=O)N2CCN(C(=O)c3ccco3)CC2)nc1N,-1,-2,-2,-1,-5,1,-0.4,-0.3,-2.5,1
Cc1ccc(C)c(S(=O)(=O)N2CCN(CC(=O)N3CCc4ccccc4C3)CC2)c1,4,6,-10,1,-2,3,-1.1,-0.5,-3.0,-14
O=C1CCCN1CCCNC(=S)Nc1ccc(Br)cc1Cl,3,19,0,2,-7,-1,0.5,0.7,-0.4,11
COc1ccccc1OCCNC(=O)CC(NC(C)=O)c1ccccc1 (stereo not drawn),0,10,-1,2,-8,2,0.7,-0.7,-0.7,-1
CC(C)CCn1c(=O)c2ccccc2c2ccccc2c1=O,-1,-10,-2,-3,-7,2,-0.9,-1.7,5.0,4
O=C(Nc1ccc2oc(-c3ccccc3F)nc2c1)c1ccc2c(c1)OCCO2,4,-7,0,-8,18,9,-0.7,0.9,3.9,0
O=C(Cn1c(C2CC2)nc2ccccc2c1=O)Nc1ccc(Br)cc1,-7,-2,-1,0,-2,-1,-0.6,2.0,-0.8,0
CCN(CC)S(=O)(=O)c1cccc(NC(=O)COc2ccc(F)cc2Br)c1,-165,0,-4,4,-27,5,2.5,0.4,1.4,0
O=C(O)c1ccc(CNCc2cccc(Cl)c2)cc1,11,-9,-1,0,-1,-1,0.0,0.4,-1.0,-1
O=S(=O)(Cc1ccccc1)c1nc2ccccc2n1Cc1ccccn1,-5,1,-4,1,-12,0,0.0,0.2,-0.3,-2
COc1cccc(CNS(=O)(=O)c2csc(C(N)=O)c2)c1,-5,10,-1,2,-1,6,-0.1,-0.3,-0.6,1
CC1CC1C(=O)OCc1cc(=O)n2cc(Br)ccc2n1 (stereo not drawn),-3,-7,-13,3,6,-22,-0.2,1.5,-0.5,3
SMILES,E coli Lon inh,CendR NRP1 mod,bovine MsrA act,DNMT1 inh,Scp1 inh,SUMO1 PPI mod,Tb MetRS inh,MsrA inh,LMPTP block,STEP inh
C/C(=N\NC(=O)c1cccc(S(=O)(=O)N2CCOCC2)c1)c1ccc(O)cc1,-7,4,-3,-1,-5,-3,-0.1,-0.4,-0.3,0
CCOc1ccc(NC(=O)N(CCC(C)C)C2CCN(C(C)=O)CC2)cc1,-3,-6,-9,3,-3,1,-0.3,0.6,-2.6,-1
CC(C)C[C@@H](C(=O)NCc1ccco1)N1C(=O)N2CCc3c([nH]c4ccccc34)[C@@]2(C)C1=O,2,-9,-1,-5,-1,4,-0.3,2.1,1.9,-2
C(=C\c1ccco1)/C=N/n1cnnc1,-9,6,-15,1,8,-11,-1.0,4.7*,0.3,-6
Cc1ccc(S(=O)(=O)N2CCN(C(=O)NCc3ccc(C(=O)O)cc3)CC2)cc1,5,1,-2,0,-9,-3,0.1,0.0,-1.1,-1
COc1ccc(OC(=O)c2cccc(S(=O)(=O)N3CCCC3)c2)cc1,-11,-1,-1,-1,-11,1,-0.3,-0.7,0.7,2
Cc1ccc(-c2nn(-c3ccccc3)cc2NC(=O)c2ccccc2)cc1,7,-3,-1,-5,-6,1,-0.3,2.4,4.4,2
COc1ccc(C(=O)CSc2nc(SC)ns2)cc1OC,-15,-7,-2,0,-6,-3,-1.3,1.2,-1.1,3
Fc1ccc(-c2cc(C(F)(F)F)nc(-n3cccn3)n2)cc1,0,-3,-4,4,-14,6,0.3,1.9,0.8,0
CCOc1cc(/C=C2\C(=N)N3N=C(C)SC3=NC2=O)ccc1OCCOc1cccc(OC)c1,-14,-18,-6,-1,-8,1,-0.5,-1.1,6.3,-2
CCOc1cc2c3c(c1)C1(Nc4ccccc4S1)C(=O)N3C(C)(C)CC2C (stereo not drawn),-3,-9,-2,-4,-8,2,-0.6,-0.4,2.4,5
Fc1cnc(Cl)nc1NC1CCCCC1,-12,6,-1,1,-10,-1,-0.1,-1.7,-1.5,0
COC(=O)c1ccc(C(=O)OC)c(NC(=O)CCC(=O)O)c1,-8,-3,1,0,0,-5,-0.7,0.1,-1.8,0
O=C(CSc1nnc(-c2ccc(Br)cc2)n1C1CCCCC1)N1CCCC1,-6,-10,-3,-1,-2,-4,0.4,0.9,0.7,-4
Nc1cc(=O)[nH]c(SCC(=O)Nc2ccc3c(c2)CCC3)n1,-3,-6,-1,-6,-5,3,-0.8,0.4,0.9,-1
CC(C)(C)c1ccc(/C=C2\Oc3cc(OC(=O)N4CCOCC4)ccc3C2=O)cc1,-4,-21,-5,-9,-7,-12,0.1,2.7,8.0,3
COc1cc2oc(-c3ccc(O)cc3)cc(=O)c2c(O)c1OC,5,-3,-5,-6,-4,11,0.1,3.7,0.2,6
O=C(N/N=C1\CCS(=O)(=O)c2ccc(F)cc21)c1ccc(O)cc1,0,7,-11,-1,-11,-8,-1.2,2.3,-0.4,-3
COCCN1C(=O)CSCC1(C)C(=O)NCc1ccccc1 (stereo not drawn),·,8,·,·,·,-2,-0.2,-0.4,-0.6,·
COc1ccc(C(=O)/C=C/Nc2ccccn2)c(OC)c1,-12,0,-7,6,-13,-27,1.8,3.8,0.7,0
COc1ccc(NC(=O)C#Cc2ccccc2)cc1,0,-1,0,-3,-10,1,0.7,1.7,-0.1,1
COC(=O)C[C@H]1c2ccccc2S(=O)(=O)N1c1cccc(OC)c1,-10,-2,-9,7,-9,-2,-0.6,0.5,-1.0,-2
CCOC(=O)CCCCCC(=O)Nc1ccc2c(c1)C(=O)N([C@@H](C)CO)C[C@@H](C)[C@H](CN(C)C(=O)Nc1ccccc1)OCCCC[C@H](C)O2,0,-13,-2,1,·,-3,-0.2,0.2,-1.3,1
Cc1ccc(N2C(=O)C3Sc4[nH]c(=O)sc4C(c4ccccc4)C3C2=O)cc1 (stereo not drawn),2,-7,-4,2,-9,2,-0.2,0.4,-1.4,-2

# Source: PubChem (several laboratories)
